KDM5B inhibitor – blocks human KDM5B histone demethylase activity | KDM5B demethylase, FDH-coupled NADH fluorescence (FDH is formaldehyde dehydrogenase) | Potency, µM (top dose mostly 57.7 µM), for inactives: top-dose activity change, negative = inhibition, hits mostly inhibitors | 2.6% of 220,000 active; active = well fitted inhibition curve with a large enough effect; inconclusive = small, poorly fitted or top-dose-only effect; inactive = no such curve, though single readings can be large or run the other way; note: 0% is about no effect; nearly all actives have a fitted effect of over 70% in size
Target sequence (Q9UGL1 whole entry, looked up): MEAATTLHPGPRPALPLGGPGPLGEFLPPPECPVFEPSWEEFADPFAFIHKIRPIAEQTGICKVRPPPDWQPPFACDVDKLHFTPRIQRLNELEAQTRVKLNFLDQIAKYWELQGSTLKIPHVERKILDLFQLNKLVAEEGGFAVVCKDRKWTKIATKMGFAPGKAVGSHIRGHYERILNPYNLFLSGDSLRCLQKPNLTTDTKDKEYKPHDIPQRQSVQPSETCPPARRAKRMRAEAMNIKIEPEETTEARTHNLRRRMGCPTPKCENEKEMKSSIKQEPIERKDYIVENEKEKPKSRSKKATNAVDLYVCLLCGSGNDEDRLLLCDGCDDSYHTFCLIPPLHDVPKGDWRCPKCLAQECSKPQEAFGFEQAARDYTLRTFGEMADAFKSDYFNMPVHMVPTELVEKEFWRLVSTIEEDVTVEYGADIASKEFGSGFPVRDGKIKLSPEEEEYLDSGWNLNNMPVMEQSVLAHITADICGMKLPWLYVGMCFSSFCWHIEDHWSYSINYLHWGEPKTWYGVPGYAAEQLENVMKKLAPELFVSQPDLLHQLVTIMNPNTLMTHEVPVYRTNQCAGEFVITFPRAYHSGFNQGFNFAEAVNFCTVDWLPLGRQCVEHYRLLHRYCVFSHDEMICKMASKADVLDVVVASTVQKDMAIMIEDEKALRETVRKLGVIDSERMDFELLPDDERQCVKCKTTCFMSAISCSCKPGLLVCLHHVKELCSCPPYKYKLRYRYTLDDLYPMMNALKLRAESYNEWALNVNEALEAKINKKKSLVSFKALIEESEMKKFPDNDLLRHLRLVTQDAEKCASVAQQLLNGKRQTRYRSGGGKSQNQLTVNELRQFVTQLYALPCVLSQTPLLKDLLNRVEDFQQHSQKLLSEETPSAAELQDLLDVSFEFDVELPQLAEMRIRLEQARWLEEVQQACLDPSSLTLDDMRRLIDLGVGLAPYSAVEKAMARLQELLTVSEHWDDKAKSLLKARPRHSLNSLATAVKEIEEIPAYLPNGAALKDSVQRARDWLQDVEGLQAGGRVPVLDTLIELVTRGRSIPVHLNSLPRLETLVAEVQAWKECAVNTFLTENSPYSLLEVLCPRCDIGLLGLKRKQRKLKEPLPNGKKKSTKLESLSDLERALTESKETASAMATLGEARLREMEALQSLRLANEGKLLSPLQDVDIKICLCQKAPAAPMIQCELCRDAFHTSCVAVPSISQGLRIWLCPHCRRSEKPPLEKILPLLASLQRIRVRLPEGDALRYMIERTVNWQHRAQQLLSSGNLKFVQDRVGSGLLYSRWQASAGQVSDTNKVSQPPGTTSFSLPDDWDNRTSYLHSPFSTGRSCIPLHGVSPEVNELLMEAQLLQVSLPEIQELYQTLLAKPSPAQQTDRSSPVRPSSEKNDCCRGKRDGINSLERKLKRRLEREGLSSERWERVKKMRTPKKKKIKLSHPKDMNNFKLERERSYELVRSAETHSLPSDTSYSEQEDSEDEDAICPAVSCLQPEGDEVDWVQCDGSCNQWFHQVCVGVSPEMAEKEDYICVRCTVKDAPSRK
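qHTS format, multiple compound concentrations. Buffer 50 mM HEPES pH 7.5/0.01% Tween-20; 200 nM KDM5BΔAP final; 10 min compound preincubation; substrate-mix levels 12.5 µM peptide, 25 µM α-KG, 0.25 mM NAD⁺; 30 min RT; ΔRFU.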
* = called active by the depositor; & = joins results of further samples; [ ] = another dose, or the depositor's remark. Potency is the fitted concentration of half-maximal effect. The list is partial; the hit share may differ from the screen's.

Cc1ccc(S(=O)(=O)N(C)c2ccc(OCC(=O)Nc3cc(C(=O)O)ccc3Cl)cc2)cc1 was read as KDM5B inhibitor 26%.
Screening CCn1cc(S(=O)(=O)N2C[C@@H](Oc3cccnc3)C[C@H]2C(N)=O)cn1 returned KDM5B inhibitor 21%.
COCCCNC(=O)c1ccc2c(c1)n(Cc1ccc(OC)cc1)c(=O)c1ccnn12 was read as KDM5B inhibitor -14%.
Cc1ccc2nc(N(Cc3cccnc3)C(=O)C3COc4ccccc4O3)sc2c1 (centres undefined) was read as KDM5B inhibitor 13%.
`CCCN1CCN(c2ncc3c(n2)CCN(Cc2ccc(OC)c(OC)c2OC)C3)CC1` gave KDM5B inhibitor inconclusive.
Screening COc1ccccc1NS(=O)(=O)c1cn(C)c(C)n1 returned KDM5B inhibitor -16%.
COc1ccc(C(=O)N2CCN(CC3CC3)[C@@H]3CS(=O)(=O)C[C@@H]32)c(C)c1 was read as KDM5B inhibitor -11%.
For COC1CN(c2cccc(F)c2)C12CCN(C(=O)CC1CCCC1)CC2 (centres undefined) the results were KDM5B inhibitor -22%.
`COc1ccc(OC)c(-c2noc(CSc3nnc(C)n3-c3cccc(C)c3)n2)c1` gave KDM5B inhibitor 10%.
For Cc1cc(Nc2ccc(F)c(F)c2)nc(-c2ccccc2O)n1 the results were KDM5B inhibitor 1%.
For COc1cc(C(C)=O)ccc1OS(=O)(=O)c1ccc2c(c1)CCCC2 the results were KDM5B inhibitor -5%.
For COc1ccc(Cl)cc1S(=O)(=O)N(C)CC(=O)N1CCOCC1 the results were KDM5B inhibitor -15%.
`O=C(OCc1nnc(-c2ccccc2)o1)c1ccc(Br)o1` gave KDM5B inhibitor -4%.
For CC(C)(CC(=O)O)CC(=O)N1Cc2[nH]cnc2C[C@H]1c1nc(-c2ccncc2)no1 the results were KDM5B inhibitor 7%[86.2 µM].
Screening CSCCCN1C[C@@H](C(=O)O)C[C@H](C(=O)NCc2ccccn2)C1 returned KDM5B inhibitor -22%.

Reprinted at random: 7 records from the list
For CC(C)(CC(=O)O)CC(=O)N1Cc2[nH]cnc2C[C@H]1c1nc(-c2ccncc2)no1 the results were KDM5B inhibitor 7%[86.2 µM].
`O=C(OCc1nnc(-c2ccccc2)o1)c1ccc(Br)o1` gave KDM5B inhibitor -4%.
Screening COc1ccccc1NS(=O)(=O)c1cn(C)c(C)n1 returned KDM5B inhibitor -16%.
Cc1ccc2nc(N(Cc3cccnc3)C(=O)C3COc4ccccc4O3)sc2c1 (centres undefined) was read as KDM5B inhibitor 13%.
Screening CCn1cc(S(=O)(=O)N2C[C@@H](Oc3cccnc3)C[C@H]2C(N)=O)cn1 returned KDM5B inhibitor 21%.
For COC1CN(c2cccc(F)c2)C12CCN(C(=O)CC1CCCC1)CC2 (centres undefined) the results were KDM5B inhibitor -22%.
COc1ccc(C(=O)N2CCN(CC3CC3)[C@@H]3CS(=O)(=O)C[C@@H]32)c(C)c1 was read as KDM5B inhibitor -11%.

Remaining list, next part:
`COCCN1CCC2(CCC1=O)CCN(C(=O)Nc1cccc(Br)c1)CC2` gave KDM5B inhibitor 3%.
`CN(C(=O)CSc1nc2ccc(NC(=O)c3cccc(F)c3)cc2s1)c1ccccc1` gave KDM5B inhibitor inconclusive.
For COCc1ccc2c(c1)c(OC(C)(C)C(=O)N(C)C)nn2Cc1ccccc1 the results were KDM5B inhibitor inconclusive.
`CCCCCCCCCCOc1ccc(C(=O)Oc2ccc(Cl)cc2Cc2ccccc2)cc1` gave KDM5B inhibitor 16%.
For COc1ccc(Cc2cnc(NC(=O)c3cc(=O)c4cc(C)ccc4o3)s2)cc1 the results were KDM5B inhibitor 4%.
Screening CCCCN(CCCC)S(=O)(=O)c1nc(C)c(Cl)c(C)c1C#N returned KDM5B inhibitor 14%.
For COCC1CN(C2CCC2)CC12CCN(C(=O)c1cn(C)cn1)CC2 (centres undefined) the results were KDM5B inhibitor inconclusive.
Screening O=C(Nc1cccc(Cl)c1Cl)C12CC3CC(CC(C3)C1)C2 returned KDM5B inhibitor 12%.
For CCCN(C(=O)c1c(C)oc2ncnc(N3CCOCC3)c12)c1ccc(Cl)c(Cl)c1 the results were KDM5B inhibitor 11%.
`O=C(COC(=O)c1cc2c(s1)CCC2)NC(=O)NC1CCCCC1` gave KDM5B inhibitor -23%.
For O=C1CCC2(CCN1CC1CC1)CCN(C(=O)C1CC=CC1)CC2 the results were KDM5B inhibitor 25%.
c1ccc2c(N3CCC3)nc(-c3ccncc3)nc2c1 was read as KDM5B inhibitor -27%.
For O=C(C1CC1)N1CCCC(CN2CCOCC2)CC1 (centres undefined) the results were KDM5B inhibitor 29%.
For O=C(COC(=O)c1cc2ccccc2oc1=O)c1ccccc1 the results were KDM5B inhibitor -19%.
`O=c1[nH]c(C2CCCN(S(=O)(=O)c3ccccc3)C2)nc2c1nnn2Cc1ccccc1Br` (centres undefined) gave KDM5B inhibitor -7%.
Screening CC(C)c1noc([C@@H]2C[C@H](NS(=O)(=O)c3ccc(C#N)cc3)CN2C)n1 returned KDM5B inhibitor -19%[86.2 µM].
For Cc1ccc(C2CC(=O)N(Cc3ccc(F)cc3)c3c2c(C)nn3-c2nc(C)cc(C)n2)cc1 (centres undefined) the results were KDM5B inhibitor 12%.
CC(C)c1cccc(OCC(=O)N2CCCC2)c1 was read as KDM5B inhibitor 7%.
COc1ccc(/C=N/NC(=O)CNC(=O)/C=C/c2ccccc2OC)cc1 was read as KDM5B inhibitor inconclusive.
`Cc1cc(SCC(=O)c2c(N)n(Cc3ccccc3)c(=O)n(C)c2=O)nc2ccccc12` gave KDM5B inhibitor 0%.
Screening CCN1c2cc(C(=O)Nc3cc(C)ccc3OC)ccc2C(=O)N2CCCCCC21 (centres undefined) returned KDM5B inhibitor inconclusive.
`Cc1ncsc1CN1CCC([C@@H]2CNC[C@H]2CO)CC1` gave KDM5B inhibitor -18%.
Screening CC(=O)Nc1cccc(NC(=O)C2CCN(c3nc4ccccc4o3)CC2)c1 returned KDM5B inhibitor -8%.
Screening COc1cnc(CSc2nc(C)cs2)cc1OCC(=O)N1CCc2ccccc21 returned KDM5B inhibitor -2%.
`CCc1cccc(NC(=O)CN(C)S(=O)(=O)c2cccc3cccnc23)c1` gave KDM5B inhibitor 14%&-16%.
For COc1cccc(-c2nc3cc(NC(=O)CC(C)C)ccc3o2)c1 the results were KDM5B inhibitor inconclusive.
CC(=O)N1CC2(CCCN(CC3CCCCC3)C2)Cc2ccccc21 (centres undefined) was read as KDM5B inhibitor inconclusive.
For CCOC(=O)C(NC(=O)c1ccc(OC)cc1)(Nc1cc(Cl)ccc1OC)C(F)(F)F (centres undefined) the results were KDM5B inhibitor 5%.
`COc1ccc(NC(=O)Cn2c(=O)n(Cc3ccccc3)c(=O)c3oc4ccccc4c32)cc1Cl` gave KDM5B inhibitor -14%.
O=C1/C(=C/c2ccccc2)CCc2ccccc21 was read as KDM5B inhibitor 14%.
CCCCN(CC)c1ccc(NS(=O)(=O)c2ccc(C(C)=O)cc2)cc1C(=O)O was read as KDM5B inhibitor -7%.
`Cc1ccc(-c2ccc(=O)n(CC(=O)NCCN(CC(C)C)CC(C)C)n2)cc1` gave KDM5B inhibitor inconclusive.
COc1c(F)cc(CNCC2(O)CCCNC2)cc1F (centres undefined) was read as KDM5B inhibitor -12%.
COc1ccccc1NC(=O)CN1C(=O)C2(SCC(=O)N2c2ccc(F)c(F)c2)c2ccccc21 (centres undefined) was read as KDM5B inhibitor -15%.
COCCNC(=O)CN1C(=O)c2cccnc2Oc2ccc(Cl)cc21 was read as KDM5B inhibitor -2%.
O=C(OCC(=O)c1c[nH]c2ccccc12)c1cc2ccccc2s1 was read as KDM5B inhibitor inconclusive.
O=C(Cc1ccc(Br)cc1)Nc1cccc2ncccc12 was read as KDM5B inhibitor -23%.
For CC(NC(=O)Nc1ccc(F)c(Cl)c1)c1ccc(Cl)s1 (centres undefined) the results were KDM5B inhibitor 14%.
O=C1CC(c2c[nH]c3ccccc23)C(=O)N1c1cccc(Br)c1 (centres undefined) was read as KDM5B inhibitor 4%.
Screening CN(C)C(=O)c1ccc(NC(=O)COc2ccc(-c3ccc(Br)cc3)cc2)cc1 returned KDM5B inhibitor 13%.
`NC(N)=Nc1nc(=O)c2ccccc2s1` gave KDM5B inhibitor -18%.
`O=C(Cc1cccc(Cl)c1)N1CCNc2cnc(Nc3cccc(C(F)(F)F)c3)nc2C1` gave KDM5B inhibitor inconclusive.
O=C(CSc1ccc(Cl)cc1)c1cc2ccccc2oc1=O was read as KDM5B inhibitor -25%.
Screening O=C(OCc1coc(-c2cccs2)n1)c1ccc2c(c1)OCCCO2 returned KDM5B inhibitor 16%.
Screening O=C(O)c1ccc(N2C(=O)CSC2=S)cc1 returned KDM5B inhibitor 3%.
For CN(Cc1ccc(F)cc1)Cc1ccc(OC(F)(F)F)cc1 the results were KDM5B inhibitor -3%[86.2 µM].
N#Cc1c(NC(=O)CSc2ccccn2)sc2c1CCCC2 was read as KDM5B inhibitor -12%.
For Cc1cc(=O)n(CC(=O)NC(C)CCc2ccccc2)c(-c2ccc(F)cc2)n1 (centres undefined) the results were KDM5B inhibitor 12%.
`CC(C)C[C@@H]1N[C@H](C(=O)NC2CC2)Cc2cn(Cc3nccn3C)c3cccc1c23` gave KDM5B inhibitor inconclusive.
Cc1ccc(CN2C(=O)NC3(CCCN(C(=O)c4cc(C)cc(C)c4)C3)C2=O)cc1 (centres undefined) was read as KDM5B inhibitor 28%.
O=C(NCc1ccncc1)c1nn(-c2ccccc2)c(=O)c2ccccc12 was read as KDM5B inhibitor 10%.
Screening O=C(Cn1nc(-c2ccccc2)nc(Cc2ccccc2)c1=O)Nc1ccc(Cl)cc1 returned KDM5B inhibitor 2%.
Screening N#Cc1ccc(N2CCN(C(=O)c3cccc(C(F)(F)F)c3)CC2=O)cc1 returned KDM5B inhibitor 22%.
For CCN(C(=O)c1cccn(Cc2cccc(Cl)c2)c1=O)c1ccccc1 the results were KDM5B inhibitor -19%.
For Cc1ccc(C2CC(=O)N3CN(Cc4ccccc4)CSC3=C2C#N)cc1 (centres undefined) the results were KDM5B inhibitor inconclusive.
For Cc1nc(N2CCC(NC(=O)Cc3ccccc3C)CC2)cc(C(F)(F)F)n1 the results were KDM5B inhibitor -28%.
Cc1ccc(C(=O)N2CCC3(CC(Cc4ccccc4)=NO3)C2)cc1 (centres undefined) was read as KDM5B inhibitor 2%[86.2 µM].
O=C(NCc1nc(-c2ncccn2)no1)C1CCCN(Cc2ccco2)C1 (centres undefined) was read as KDM5B inhibitor -6%.
Screening O=Cc1cccn1-c1ccc(Cl)cc1 returned KDM5B inhibitor -7%.
For C=C(C)Cn1c(SCc2ccccc2Cl)nc2c1c(=O)n(C)c(=O)n2C the results were KDM5B inhibitor -14%.

Sorted by SMILES length (ascending): part of the list above.
CC(=O)N1CC2(CCCN(CC3CCCCC3)C2)Cc2ccccc21 (centres undefined) was read as KDM5B inhibitor inconclusive.
For COc1ccc(Cl)cc1S(=O)(=O)N(C)CC(=O)N1CCOCC1 the results were KDM5B inhibitor -15%.
Screening COc1cnc(CSc2nc(C)cs2)cc1OCC(=O)N1CCc2ccccc21 returned KDM5B inhibitor -2%.
Screening CN(C)C(=O)c1ccc(NC(=O)COc2ccc(-c3ccc(Br)cc3)cc2)cc1 returned KDM5B inhibitor 13%.

Later entries:
`COc1ccc(NC(=O)c2ccc(-c3cccc(Cl)c3C)o2)cc1` gave KDM5B inhibitor inconclusive.
COc1ccc(NC(=O)CN2C(=O)CSc3ccc(S(=O)(=O)N4CCCC4)cc32)cc1OC was read as KDM5B inhibitor -22%.
Screening O=C(Cc1ccc(F)cc1)NC1CCN(c2cc(-c3ccccc3)[nH]n2)C1 (centres undefined) returned KDM5B inhibitor inconclusive.
OCC1(CCCc2ccccc2)CCN(Cc2cccc3c2OCO3)CC1 was read as KDM5B inhibitor 43%[activator].
`Cc1ccc(C(=O)NCc2ccc3c(c2)CCN3C(=O)c2ccc(C)cc2)cc1` gave KDM5B inhibitor -16%.
`O=C1/C(=C/c2ccc(OC(F)F)cc2)CCc2ccccc21` gave KDM5B inhibitor -30%.
For O=C(O)CC[C@@H]1CN(C(=O)Cc2ccc(CO)cc2)CC[C@@H]1N1CCOCC1 the results were KDM5B inhibitor -15%.
COCCn1nc2n(c1=O)CCN(C(=O)c1ncccc1C)CC2 was read as KDM5B inhibitor -23%.
Screening CCCOc1ccc(NC(=O)COc2ccccc2OC)c2cccnc12 returned KDM5B inhibitor inconclusive.
Screening COCCn1c(C)cc(C(=O)COC(=O)c2c(C)nn(Cc3ccc(C)cc3)c2Cl)c1C returned KDM5B inhibitor 14%.
`O=C(Cc1cccn1-c1ccc(F)cc1)NCc1ccc(N2CCOCC2)cc1` gave KDM5B inhibitor inconclusive.
`CCCn1c(C)cnc1CC1CCCN(S(=O)(=O)c2cccs2)C1` (centres undefined) gave KDM5B inhibitor 8%.
CCCCCCNC(=O)C(C#N)c1nc2ccccc2nc1N1CCN(C(=O)OCC)CC1 (centres undefined) was read as KDM5B inhibitor -1%.
For Cc1cc(=O)[nH]c2c1cnn2C(C)c1ccccc1 (centres undefined) the results were KDM5B inhibitor 23%.
`Cc1ccc2c(c1)C1(CC(=O)Nc3c1cnn3-c1ccc(C(F)(F)F)cc1)C(=O)N2` (centres undefined) gave KDM5B inhibitor -12%.
`CCCCOC(=O)/C(C#N)=C/c1ccc(-c2ccccc2)o1` gave KDM5B inhibitor 14%.
For CC(=O)Nc1cc(C(=O)NCc2ccc(C)cc2)ccc1Sc1ccc(C)cc1 the results were KDM5B inhibitor inconclusive.
`Cc1ccc(Nc2cc(C(=O)NC3CCC(C)CC3)c3ccccc3n2)cc1C` (centres undefined) gave KDM5B inhibitor 10%.
COc1ccccc1OC1CCN(C(=O)C2CCCN(C(C)=O)C2)CC1 (centres undefined) was read as KDM5B inhibitor 6%.
For Cc1cc(C)n(CC(=O)N2CCC(c3nc(CCOc4ccc(F)cc4)no3)C2)n1 (centres undefined) the results were KDM5B inhibitor -12%.

Assay outcomes: PubChem, National Center for Advancing Translational Sciences (NCATS)
